Screening data: PubChem, Sanford-Burnham Center for Chemical Genomics
hIAP block: human IAP inhibition | P09923 | purified IAP, CDP-Star luminescence, 30 min | inhibition, % at 10 µM | 330,000 compounds, 0.12% hits | AID 2544;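 active = inhibition reaching a set limit with compound at 10 µM in the primary screen, cut at about 35% in these data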;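 also: plate controls were DMSO wells with enzyme for no effect and no-enzyme buffer wells for full effect; values of inactives mirror those of a sister screen read the other way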
Target sequence (P09923 whole entry, looked up): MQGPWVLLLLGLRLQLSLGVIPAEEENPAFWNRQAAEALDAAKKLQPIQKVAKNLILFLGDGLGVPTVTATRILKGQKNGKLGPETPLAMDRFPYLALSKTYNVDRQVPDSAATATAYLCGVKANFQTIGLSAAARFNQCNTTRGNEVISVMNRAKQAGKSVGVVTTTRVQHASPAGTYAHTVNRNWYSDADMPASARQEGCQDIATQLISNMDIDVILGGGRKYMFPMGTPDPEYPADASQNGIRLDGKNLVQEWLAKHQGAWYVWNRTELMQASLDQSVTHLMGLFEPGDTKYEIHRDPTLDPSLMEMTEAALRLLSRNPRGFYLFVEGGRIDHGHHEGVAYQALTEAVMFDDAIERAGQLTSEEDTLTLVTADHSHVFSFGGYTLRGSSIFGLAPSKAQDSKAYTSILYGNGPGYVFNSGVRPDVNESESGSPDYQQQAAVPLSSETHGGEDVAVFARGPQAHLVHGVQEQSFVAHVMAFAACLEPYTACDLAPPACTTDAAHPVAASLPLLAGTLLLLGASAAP
NR3A LBD binder: modulates the human NR3A ligand-binding domain; NR3A LBD differential scanning fluorimetry, Tm shift; 0% = protein alone, 100% = glycine-bound protein; Tm shift relative to glycine control, % at 25 µM; 340,000 compounds, 2.5% hits; AID 1259313;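 active = melting temperature shift of at least 10% of the positive control shift, at one fixed dose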
mIAP inh: blocks mouse intestinal alkaline phosphatase; AID 2806; purified mouse IAP, CDP-Star luminescence, 30 min; inhibition, % at 10 µM; 330,000 compounds, 0.2% hits;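 active = inhibition of at least 40% at 10 µM in the primary screen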;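 also: plate controls were DMSO with enzyme for no effect and no enzyme wells for full effect; values of inactives mirror those of a sister screen read the other way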
A3G deaminase: inhibitors of human APOBEC3G DNA deaminase | recombinant A3G, ssDNA deamination FAM/TAMRA fluorescence | 330,000 compounds, 0.28% hits | Q9HC16 | inhibition, % at 20 µM;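 active = inhibition of at least 40% at 20 µM, with no more than 30% in the related APOBEC3A deaminase screen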;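 also: plate controls were DMSO wells with A3G for no effect and wells lacking A3G enzyme for full effect; some compounds called inactive have numbers as strong as hits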
hIAP act: increases human intestinal alkaline phosphatase activity | purified human IAP, CDP-Star luminescence, 30 min; stronger effect = higher value; 1 = vehicle-only enzyme, 0 = enzyme-free background | activation factor at 10 µM | 330,000 compounds, 0.16% hits | AID 2524;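 active = activation factor of the enzyme at least 2-fold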; also: the source names both 10 and 20 µM as test concentration; values of inactives mirror those of a sister screen read the other way
mIAP act: increases mouse intestinal alkaline phosphatase activity | 330,000 compounds, 0.24% hits | activation factor at 10 µM | muIAP, CDP-Star luminescence, 30 min; stronger effect = higher value; 1 = vehicle-only enzyme signal, 0 = enzyme-free wells;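 active = activation factor of at least 2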; also: the source names both 10 and 20 µM as test concentration; values of inactives mirror those of a sister screen read the other way
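Assay system: mouse IAP enzyme / Compound: DMSO-dissolved test compounds / Timing: 30 min, room temperature / Measured by: luminescence from enzymatic CDP-Star hydrolysis / Control set: DMSO-only wells, enzyme-free buffer wells as negative control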
MPTP block: blocks calcium-induced mitochondrial swelling; isolated mouse mitochondria, Ca2+ swelling absorbance, 30 min; 360,000 compounds, 1.4% hits; AID 602449; inhibition, % at 10 µM;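 active = inhibition of 50% or more, scaled per plate between neutral and stimulator controls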;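 also: 0% = DMSO wells given calcium and 100% = 1 mM EGTA wells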
MIN6 prolif: induces beta-cell replication in MIN6 cells; MIN6 cells proliferation, ATPlite luminescence, 48 h; cells starved in 0.2% serum; 100% = growth in 10% serum; proliferation, % at 10 µM; 330,000 compounds, 0.29% hits; AID 2380;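 active = compounds whose signal lies at least 3.5 SD above the mean of all wells on their plate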;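 also: 0% = DMSO-treated cells in low-serum medium and 100% = 10% serum control; some compounds called inactive have numbers as strong as hits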
APOBEC3A inh: human APOBEC3A DNA deaminase inhibition | P31941 | inhibition, % at 20 µM | 330,000 compounds, 0.41% hits | AID 493011 | recombinant A3A, FAM/TAMRA ssDNA deamination fluorescence;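 active = at least 40% inhibition at 20 µM here, with at most 30% in a related deaminase screen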;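 also: plate controls were A3A with DMSO for no effect and wells lacking A3A enzyme for full effect; some results filed as inactive read as strong as hits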
Target sequence (P31941 whole entry, looked up): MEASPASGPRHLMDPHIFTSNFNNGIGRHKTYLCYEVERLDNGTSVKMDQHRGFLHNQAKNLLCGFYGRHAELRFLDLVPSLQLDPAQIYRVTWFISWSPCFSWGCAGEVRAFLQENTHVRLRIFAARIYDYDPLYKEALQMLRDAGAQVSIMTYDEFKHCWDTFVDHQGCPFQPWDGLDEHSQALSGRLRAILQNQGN
* hit, by the source's call; / = not tested or not shown.

cpd | compound | hIAP block | NR3A LBD binder | mIAP inh | A3G deaminase | hIAP act | mIAP act | MPTP block | MIN6 prolif | APOBEC3A inh
1 | Cc1c(NC(=O)c2n[nH]c(=O)c3ccccc23)c(=O)n(-c2ccccc2)n1C | -2 | 0 | 3 | -2 | 1 | 0.97 | 3.6 | -1 | 1
2 | Cc1nn(CC(=O)N2CCN(c3cccc(C(F)(F)F)c3)CC2)c(=O)c2cccn12 | 8 | -3 | -3 | 1 | 0.92 | 1 | -0.4 | -1 | 1
3 | C=CCNC(=S)NNC(=O)c1ccc(Br)cc1 | -34 | -1 | -4 | -1 | 1.3 | 1 | 0.2 | 0 | -1
4 | Cc1ccc(-c2nnc(SCC(=O)CC(=O)Nc3ccccc3)n2C)cc1 | -13 | 1 | 8 | -7 | 1.1 | 0.92 | 1.2 | -4 | -7
5 | CC(=O)c1ccc(NS(=O)(=O)c2ccc3c(c2)N(C(C)=O)CCO3)cc1 | -7 | 2 | -3 | -4 | 1.1 | 1 | -0.7 | -1 | -4
6 | COc1ccc(CN(Cc2cc3cccc(C)c3n3nnnc23)C(=O)N2CCOCC2)cc1 | -24 | 0 | -7 | -3 | 1.2 | 1.1 | 1.2 | 1 | 0
7 | CN1C(=O)/C(=C/c2ccc3c(c2)OCO3)N=C1c1ccccc1 | 7 | -4 | 5 | 0 | 0.93 | 0.95 | 1.2 | 0 | 2
8 | O=[N+]([O-])c1ccn(-c2nc(-c3ccccc3)cc(C(F)(F)F)n2)n1 | 10 | -1 | 6 | -1 | 0.9 | 0.94 | 0.2 | -2 | 5
9 | COc1ccc(OC)c(Nc2nc(NCCO)c3ccccc3n2)c1 | -9 | 2 | -8 | 13 | 1.1 | 1.1 | -0.2 | -5 | 1
10 | O=C(NNC(=S)Nc1ccc(F)c(Cl)c1)c1ccccc1Br | -43 | 0 | 12 | 0 | 1.4 | 0.88 | 26 | -3 | -1
11 | O=C1[C@@H]2Cc3ccccc3CN2C(=O)N1c1cccc(F)c1 | 2 | 1 | -2 | -4 | 0.98 | 1 | 1.3 | -5 | 1
12 | C/C(=N\NS(C)(=O)=O)c1ccccc1 | 20 | 1 | 1 | -4 | 0.81 | 0.99 | 0.5 | -3 | -4
13 | CCN(CC)C(=O)CSc1nc2c(sc(=S)n2-c2ccccc2)c(=O)[nH]1 | -13 | 0 | -4 | -2 | 1.1 | 1 | 2.0 | -2 | 0
14 | COc1ccc(C2C(C(=O)Nc3cccnc3)=C(C)Nc3nc(-c4cccs4)nn32)cc1OC (centres undefined) | 10 | -2 | 5 | 5 | 0.9 | 0.95 | -0.1 | -1 | -2
15 | CCOCc1cc(CN2CCC(n3nccc3NC(=O)C3CC3)CC2)ccc1OC | -10 | 2 | -3 | -6 | 1.1 | 1 | 0.6 | -2 | -5
16 | Cc1cc(C(F)F)n2nc(C(=O)Nc3ccc(S(=O)(=O)N4CCCC4)cc3)nc2n1 | -8 | 2 | -6 | -6 | 1.1 | 1.1 | -0.1 | 1 | -3
17 | CCOC(=O)c1nn(-c2ccccc2)c(=O)c2c(N)scc12 | -4 | 4 | 9 | 34 | 1 | 0.91 | -0.6 | 0 | 5
18 | CC(C)N1CCN(Cc2cccc(-n3cccn3)c2)CC1CCO (centres undefined) | 0 | -1 | -1 | -6 | 1 | 1 | 3.0 | -4 | -6
19 | COc1ccc(-c2noc3c2-c2nc(-c4ccc(Br)cc4)sc2CC3)cc1 | 11 | -5 | 9 | 2 | 0.89 | 0.91 | 0.7 | -2 | -1
20 | Cn1nc(C(=O)Nc2ccc3c(c2)OCCO3)cc1C(=O)O | -9 | -5 | -6 | -1 | 1.1 | 1.1 | -2.2 | -5 | 3
21 | CCCC(=O)NC(c1ccccc1)c1c(O)ccc2ccccc12 (centres undefined) | 10 | 0 | -5 | -6 | 0.9 | 1.1 | 1.3 | -3 | -5
22 | CC(=O)c1c(N2CCC(C(N)=O)CC2)nc(=S)n(-c2ccccc2)c1C | 8 | -2 | -7 | -3 | 0.92 | 1.1 | -1.9 | -3 | -1
23 | COc1ccc(-n2nc(C(=O)NCC(=O)NC3CCCC(C)C3C)c3ccccc3c2=O)c(OC)c1 (centres undefined) | 15 | -2 | 4 | -11 | 0.85 | 0.96 | 1.3 | 1 | -6
24 | O=S1(=O)CCOCCCN1Cc1ccccc1Br | 9 | 1 | 2 | -5 | 0.91 | 0.98 | -1.9 | 6 | -1
25 | COc1cc(C)c(CN2CCC(Oc3ccc(C(=O)N4CCCC4)cc3)CC2)cc1C | -4 | -1 | 2 | -7 | 1 | 0.98 | 0.4 | -3 | 0
26 | Cc1ccc(/C=N\NC(=O)Cn2c(C)nc3ccccc32)o1 | -10 | 2 | -11 | -4 | 1.1 | 1.1 | 0.1 | -2 | -5
27 | Cc1cccc(C)c1NC(=O)C(NC=O)c1ccc(N(C)C)cc1 (centres undefined) | -10 | -1 | 5 | -4 | 1.1 | 0.95 | -0.2 | -3 | 2
28 | O=C(NCc1ccccc1CN1CCCC1)C1CCN(S(=O)(=O)c2ccc(Cl)cc2)CC1 | 5 | -1 | -12 | -2 | 0.95 | 1.1 | -1.7 | 0 | -2
29 | O=C(Nc1ccc(C(=O)N2CCOCC2)cc1)c1cccc([N+](=O)[O-])c1 | 0 | -4 | 6 | -6 | 1 | 0.94 | 0.2 | 1 | -2
30 | O=C(CSc1ccc(-c2ccco2)nn1)Nc1cccc(F)c1 | -5 | -2 | -1 | 0 | 1.1 | 1 | -0.3 | 0 | 0
31 | O=c1cc(-c2ccc(O)c(O)c2)oc2c(C3O[C@H](CO)[C@@H](O)[C@H](O)[C@H]3O)c(O)cc(O)c12 (some centres undefined) | 2 | -3 | 36 | -8 | 0.97 | 0.64 | -1.1 | -1 | -5
32 | Cc1ccc(S(=O)(=O)Nc2c(O)ccc3ccccc23)cc1 | 29 | -6 | 11 | 5 | 0.71 | 0.89 | 8.9 | -4 | 0
33 | O=C(NCCc1cn2ccsc2n1)C1CCCCC1 | 20 | 1 | 1 | -8 | 0.81 | 0.99 | -2.8 | -1 | -8
34 | COc1ccc(C2(c3ccc(OC)cc3)NC(=O)N(CC(=O)NCC(F)(F)F)C2=O)cc1 | -14 | 2 | -4 | 1 | 1.1 | 1 | 0.8 | 0 | -1
35 | Cc1cc(C)c(C(=O)COC(=O)C2CCN(c3ccc(C(F)(F)F)cn3)CC2)cc1C | -2 | 1 | 4 | 2 | 1 | 0.96 | -1.7 | -4 | 0
36 | O=C(CSC1=NNC(c2ccccn2)S1)Nc1ccc(C(F)(F)F)cc1 (centres undefined) | 4 | -6 | 25 | -5 | 0.96 | 0.75 | 5.3 | -3 | -5
37 | CCS(=O)(=O)Nc1cc2c3c(c1)CCN3C(=O)CC2 | 17 | 3 | -3 | -5 | 0.83 | 1 | -1.3 | -3 | -3
38 | COc1cccc(NC(=O)Nc2ccc3c(c2)OCO3)c1 | -3 | -29 | -38 | -3 | 1 | 1.4 | 0.5 | -4 | 0
39 | Cc1cccc(C)c1OCCOC(=O)c1cccc(S(=O)(=O)N2CCOCC2)c1 | 13 | 0 | 9 | -6 | 0.87 | 0.91 | 0.9 | -2 | -4
40 | COc1ccc(Br)cc1CN1CCN(Cc2c[nH]c3ccccc23)CC1 | 1 | -2 | -2 | -3 | 0.99 | 1 | 0.4 | -5 | -1
41 | Cc1cc(C)cc(OCC(=O)Nc2ccc(N3CCOCC3)cc2N2CCOCC2)c1 | -29 | -1 | -8 | -3 | 1.3 | 1.1 | 1.0 | -4 | 4
42 | O=C1C(Cl)=C(Nc2ccc(O)cc2)C(=O)c2ccccc21 | 4 | 2 | 8 | 1 | 0.96 | 0.92 | 9.3 | -6 | -10
43 | CCN(CC)S(=O)(=O)c1ccc(C(C)NCC(=O)Nc2ccccc2C(=O)NC2CC2)cc1 (centres undefined) | -19 | 0 | -2 | -6 | 1.2 | 1 | -0.5 | -3 | -1
44 | CCOC(=O)NC(Nc1nc2ccccc2s1)(C(=O)OCC)C(F)(F)F (centres undefined) | -6 | -3 | 2 | 5 | 1.1 | 0.98 | 1.4 | -2 | 5
45 | O=C(CNC(=O)c1ccccc1)NCCc1ccc(O)c(O)c1 | 10 | / | 2 | 23 | 0.9 | 0.98 | -0.1 | 4 | 1
46 | COc1ccc(S(=O)(=O)c2c(O)c3ccc(C(=O)Nc4cccc(F)c4)cc3[nH]c2=O)cc1 | -24 | -1 | 0 | -3 | 1.2 | 1 | -1.2 | 3 | -1
47 | Cc1ccc(COC(=O)c2ccc3ccccc3n2)cc1 | 21 | -1 | 4 | -10 | 0.79 | 0.96 | 1.2 | 0 | -4
48 | CN(CCc1ccccn1)C(=S)NC(=O)c1ccco1 | -9 | 0 | 0 | -7 | 1.1 | 1 | -1.4 | -3 | -1
49 | O=C1Cc2cc(S(=O)(=O)N3CCN(c4cccc(Cl)c4)CC3)ccc2N1 | -3 | -1 | 12 | -6 | 1 | 0.88 | 3.0 | -2 | -3
50 | NNc1nc2sc3c(c2c(=O)n1-c1ccccc1)CCCC3 | -18 | -1 | 5 | -1 | 1.2 | 0.95 | -1.4 | -2 | 1
51 | C#CC1(NC(=O)NC(C)(C)C)CCCCC1 | 14 | -2 | -2 | 14 | 0.85 | 1 | 1.1 | 0 | -3
52 | COc1ccc(/C=C\c2nc(O)c([N+](=O)[O-])c(=O)[nH]2)cc1O | 10 | -1 | 7 | -7 | 0.9 | 0.93 | -1.0 | 3 | -4
53 | Cc1nn(C)cc1S(=O)(=O)NCc1ccc2c(c1)OCO2 | -4 | -1 | 3 | -3 | 1 | 0.97 | -0.6 | 0 | 0
54 | O=C(CSc1ccccc1C(=O)O)NCc1ccccc1 | 3 | 1 | -7 | -7 | 0.97 | 1.1 | -1.2 | 0 | -6
55 | Cc1cccc(C(=O)OCC(=O)N(CC(C)C)c2c(N)n(Cc3ccccc3)c(=O)[nH]c2=O)c1O | -8 | -3 | -7 | -11 | 1.1 | 1.1 | -1.2 | -4 | 9
56 | CC(=O)c1cccc(S(=O)(=O)N2CCCC(c3nc4c(nnn4Cc4ccccc4Cl)c(=O)[nH]3)C2)c1 (centres undefined) | 13 | -14 | 22 | -7 | 0.87 | 0.79 | -0.7 | 4 | -3
57 | CC1(C)CC(=O)C2=C(C1)N(c1cccc(Cl)c1)C(=O)NC2(C(F)(F)F)C(F)(F)F | 8 | -3 | -4 | 4 | 0.92 | 1 | -1.0 | -1 | -3
58 | COc1ccc(CC(=O)NCc2ccccc2)cc1S(=O)(=O)N1CCOCC1 | -7 | -2 | 0 | -4 | 1.1 | 1 | 0.7 | -3 | -4
59 | CCCc1ncc(C(O)c2cccc3ccccc23)n1C (centres undefined) | -42 | 12* | -1 | -4 | 1.4 | 1 | -3.0 | -2 | -1
60 | O=C(CSc1nnc(CNC(=O)c2ccccc2)o1)Nc1ccc2c(c1)OCO2 | -7 | -1 | 0 | -3 | 1.1 | 0.99 | -0.3 | -1 | 0
61 | COC(=O)c1cc(C(=O)OCC(=O)NCc2cccs2)cc([N+](=O)[O-])c1 | -9 | 0 | 9 | -4 | 1.1 | 0.91 | 0.7 | 4 | -1
62 | CCN1C(=O)[C@@H]2[C@@H](c3ccc(-c4ccc(F)cc4)cc3)N3CCC[C@@]3(C(=O)OC)[C@@H]2C1=O | -17 | -4 | -10 | -1 | 1.2 | 1.1 | -3.2 | 0 | 10
